DAX1 inh-1 = DAX1 (NR0B1) inhibitors, primary screen, cell-based, HEK293, Gal4-DAX1, luciferase luminescence; Nuclear receptor subfamily 0 group B member 1 (Homo sapiens), P51843; HEK293 Gal4-DAX1 luciferase reporter; inhibition, % at 6.75 µM; 340,000 compounds, 0.99% hits; AID 504766, 2011;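 active = inhibition above the mean over all tested compounds plus 3 SD, cut at about 4.2% in these data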;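 note: 0% = DAX1-transfected cells with DMSO and 100% = empty-vector control cells with DMSO; inhibition shows as a rise in luminescence from relieved DAX1 repression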
Target sequence (P51843 207-470 limits assumed): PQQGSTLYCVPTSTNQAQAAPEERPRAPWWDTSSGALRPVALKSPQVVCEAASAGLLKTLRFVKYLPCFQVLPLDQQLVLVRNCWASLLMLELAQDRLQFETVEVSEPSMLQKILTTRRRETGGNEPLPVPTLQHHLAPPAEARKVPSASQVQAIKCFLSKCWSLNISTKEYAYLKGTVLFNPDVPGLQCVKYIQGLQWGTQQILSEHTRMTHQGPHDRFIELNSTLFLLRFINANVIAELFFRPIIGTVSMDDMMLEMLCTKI
PLCb3 inh = human PLC-beta3 inhibitors, primary screen, biochemical, fluorescence. 1-phosphatidylinositol 4,5-bisphosphate phosphodiesterase beta-3 (Homo sapiens), Q01970. Purified PLC-beta3, fluorogenic substrate. inhibition, % at 12.2 µM. 370,000 compounds, 0.18% hits. AID 720704, 2013; in the data active = inhibition above about 11%;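 note: 0% = median of compound wells on plate and 100% = full blocker control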
ssDAF-12 act = S. stercoralis DAF-12 nuclear receptor activators, primary screen, cell-based, luminescence, HEK293, GRIP1 co-expression, lit1-tk-luc | activation, % at 6.8 µM | Nuclear hormone receptor DAF-12 (Strongyloides stercoralis) | HEK293 ssDAF-12/GRIP1 lit1-tk-luc reporter; % of 3 µM dafachronic acid response | 370,000 compounds, 1% hits;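 active = activation above the mean over all tested compounds plus 3 SD, cut at about 0.9% in these data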;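 note: 0% = DMSO-only wells and 100% = 3 µM delta7-dafachronic acid wells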
Rev-erbA mod = modulators of Rev-erb alpha DNA binding, primary screen, biochemical, FITC-DNA, fluorescence polarization, uHTS; 370,000 compounds, 0.79% hits; Rev-erbα–FITC-DNA binding, 90 min; activity, % at 10 µM; Nuclear receptor subfamily 1 group D member 1 (Homo sapiens), P20393;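 active = activity above about 14%, limit read from the data; passing the limit was not always enough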;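 note: 0% = DMSO wells with 35 nM protein and 100% = DMSO wells with 750 nM protein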
sPLA2-III inh = human group III sPLA2 inhibitors, primary screen, biochemical, QFRET, BODIPY PC-A2 liposome substrate | inhibition, % at 12.2 µM | 370,000 compounds, 0.56% hits | QFRET BODIPY PC-A2 liposome hydrolysis, fluorescence;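 active = inhibition above mean plus 3 SD of compounds lying within the high and low control bounds, cut at about 19% in these data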;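 note: 0% = median of test compound wells and 100% = no enzyme DMSO wells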
Target sequence (Q9NZ20 whole entry, looked up): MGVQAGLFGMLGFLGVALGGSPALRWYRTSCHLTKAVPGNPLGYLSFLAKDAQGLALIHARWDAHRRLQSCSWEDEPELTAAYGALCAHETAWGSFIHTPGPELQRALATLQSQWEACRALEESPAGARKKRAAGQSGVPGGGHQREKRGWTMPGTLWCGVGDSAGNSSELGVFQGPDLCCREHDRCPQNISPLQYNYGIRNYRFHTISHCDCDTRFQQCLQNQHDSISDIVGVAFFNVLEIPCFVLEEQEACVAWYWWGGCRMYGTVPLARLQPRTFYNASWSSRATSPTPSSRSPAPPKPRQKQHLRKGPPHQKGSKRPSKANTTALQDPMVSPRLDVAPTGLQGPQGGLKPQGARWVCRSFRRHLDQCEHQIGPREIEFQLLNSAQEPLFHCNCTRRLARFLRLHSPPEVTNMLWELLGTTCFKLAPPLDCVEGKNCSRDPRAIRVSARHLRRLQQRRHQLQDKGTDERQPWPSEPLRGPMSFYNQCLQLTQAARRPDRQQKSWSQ
DAX1 inh-2 = DAX1 (NR0B1) inhibitors on StAR promoter, primary screen, cell-based, luminescence, SF-1 (NR5A1), full-length DAX-1; HEK293T StAR-luciferase reporter, SF-1/DAX-1 repression relief; inhibition, % at 6.8 µM; 370,000 compounds, 1.1% hits; AID 652010, 2013;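 active = inhibition above the mean over all tested compounds plus 3 SD, cut at about 3.6% in these data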;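 note: 0% = DAX-1 cells with DMSO and 100% = cells lacking DAX-1 with DMSO; higher inhibition means more luminescence from relief of DAX-1 repression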
hgDAF-12 ag = H. glycines DAF-12 receptor agonists, primary screen, cell-based, luminescence, HEK293, GAL4 fusion, UAS-luciferase. HEK293 GAL4-hgDAF12 UAS-luciferase reporter, agonist luminescence; normalized to butyrate control. AID 687014, 2013. activation, % at 6.8 µM. 370,000 compounds, 1.8% hits. Nuclear hormone receptor DAF-12 (Heterodera glycines), GAL4 fusion;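 active = activation above a cutoff set at the mean of all screened compounds plus 3 SD, cut at about 10% in these data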;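 note: 0% = DMSO wells and 100% = sodium butyrate wells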
SMARCA2 act = SMARCA2 (BRM) function activators, primary screen, cell-based, luminescence, high throughput; MG213 cells, MMTV-luciferase reporter, dexamethasone, overnight; activation, % at 9.1 µM; 370,000 compounds, 1% hits; in the data active = activation above about 7.8%;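 note: 0% = vehicle wells and 100% = reference activator wells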
hcDAF12 agonist = H. contortus DAF-12 nuclear receptor activators, primary screen, cell-based, luminescence, HEK293, lit1-tk-luc reporter | HEK293 hcDAF-12 lit1-tk-luc reporter; 0% DMSO, 100% Δ7-dafachronic acid | activation, % at 6.8 µM | 370,000 compounds, 1.4% hits | AID 652067, 2013;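 active = activation above the mean of all tested compounds plus 3 SD, cut at about 5.5% in these data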;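 note: 100% = response to 3 µM Δ7-dafachronic acid high control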
FXN GAA850 act = FXN promoter activators, primary screen, cell-based, luciferase luminescence, HEK293 lucGAA850; HEK293 lucGAA850 FXN promoter luciferase reporter, 24 h; percent of 10 µM SAHA response; activation, % at 6 µM; 360,000 compounds, 0.56% hits; AID 540364, 2011;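 active = activation above the average of all compounds screened plus 3 SD, cutoff fixed separately per campaign, cut at about 7.5% in these data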;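 note: 0% = DMSO wells and 100% = 10 µM SAHA wells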
PG9 binder = binders of HIV-1 gp120 antibody PG9, primary screen, biochemical, TR-FRET | AID 624416, 2012 | 360,000 compounds, 0.43% hits | TR-FRET gp120-PG9 antibody binding | HIV-1 gp120 / PG9 antibody interaction | inhibition, % at 6.7 µM; in the data active = inhibition above about 8.5%
The depositor's hits bear a star; i = inactive; x = not tested or not shown.

No.	Molecule	DAX1 inh-1	PLCb3 inh	ssDAF-12 act	Rev-erbA mod	sPLA2-III inh	DAX1 inh-2	hgDAF-12 ag	SMARCA2 act	hcDAF12 agonist	FXN GAA850 act	PG9 binder
1	CC(=O)C1=C(O)C(=O)N(CCc2c[nH]c3ccccc23)C1c1ccco1 (configuration not stated)	-0.4	-56	0.5	x	-6	0.2	0.2	-3	1.3	-1.2	1.3
2	O=S(=O)(c1ccc(NCCOc2ccccc2)nc1)N1CCCC1	-0.3	-5	-1.9	3	2	-1.2	-2.0	-3	1.4	0.3	0.0
3	NS(=O)(=O)c1ccc(CCNC(=O)COC(=O)C2CCN(c3ccc(C(F)(F)F)cn3)CC2)cc1	1.1	-7	-0.1	2	-9	0.6	0.7	1	-0.6	0.0	-1.1
4	COc1cccc(-c2nn(-c3ccccc3)cc2C(=O)OCC(=O)Nc2ncc(Cl)cc2Cl)c1	-0.8	-2	-1.2	4	-16	-0.3	1.5	-5	-3.1	-1.1	0.9
5	O=S(=O)(Nc1ccc2c(c1)OCO2)c1cccs1	1.3	4	-1.0	-1	0	-0.6	1.7	3	1.4	0.6	-0.7
6	N#Cc1c(N)[nH]c(C(=O)c2ccccc2)c1-c1ccc(Br)cc1	x	-41	0.1	3	-1	-0.1	-1.9	-2	0.3	x	0.4
7	O=C(NC(Cc1c[nH]c2ccccc12)C(=O)N/N=C/c1cccnc1)c1cccs1 (configuration not stated)	-1.5	-1	-1.4	0	-63	-0.9	-0.3	1	-1.4	-1.8	-1.0
8	O=C(c1ccc(Cl)cc1)N1N=C(c2ccccn2)CC1(O)C(F)(F)F (configuration not stated)	1.1	-4	-1.3	-1	-6	-0.4	-0.2	-1	0.6	-2.0	-3.1
9	CCN(CC)C(=O)Oc1ccnc2cc(Cl)ccc12	-0.1	-4	-0.6	5	-1	0.1	-3.8	-5	-0.6	0.7	0.8
10	CC(C)(C)N(NC(=O)Nc1ccc(F)cc1)C(=O)c1ccccc1	1.6	3	-0.5	-2	2	1.0	-3.2	1	0.5	-0.1	-3.1
11	COCCCN1C(=O)c2ccc(C(=O)Nc3ccccc3Cl)cc2C1=O	0.1	-2	-1.0	5	-1	0.3	3.1	2	1.3	-1.0	-0.1
12	CCOc1ccc(NC(=S)NC(C)CCc2ccccc2)cc1 (configuration not stated)	-0.3	2	-0.5	7	10	-0.3	-4.8	4	0.2	0.6	-2.1
13	COc1cc(CN2CCSCC2)c([N+](=O)[O-])cc1OC	-1.0	-8	-1.8	-1	2	0.0	0.3	-1	-2.6	1.1	-0.4
14	COc1ccc(CNC(=O)COc2cccnc2[N+](=O)[O-])cc1	1.4	-6	-1.4	-2	0	0.0	1.2	-2	-1.4	1.6	-0.9
15	COc1ccc(C(NC(=O)c2ccc(F)cc2)c2ccccc2)cc1 (configuration not stated)	1.9	3	-2.1	0	7	-0.5	-1.9	0	-2.5	0.4	-0.7
16	COC(=O)CCC(=O)c1oc2ccc(Br)cc2c1N	3.0	-21	-0.5	3	-7	2.5	11*	2	1.4	4.9	-1.0
17	O=[N+]([O-])c1cccc(/C=N/Nc2ccccn2)c1	1.0	2	-1.6	-3	2	0.1	1.7	3	0.8	4.6	0.5
18	COc1cc([N+](=O)[O-])ccc1NC(=O)/C=C\C(=O)O	1.1	3	-1.6	-5	3	-0.1	0.0	-1	-1.3	0.2	0.2
19	O=S(=O)(NCCCc1ccccc1)c1ccccc1	-0.1	3	-0.6	3	-4	-0.6	-1.3	0	-0.8	1.1	-1.3
20	Cc1cc(C)c[n+](CC(=O)c2ccc(C)c([N+](=O)[O-])c2)c1	-1.4	-1	-1.3	-5	-6	-0.2	-1.6	0	-0.6	0.6	-0.2
21	COc1ccc(C(CNC(=O)c2cccc(NS(=O)(=O)c3ccc(Br)cc3)c2)N(C)C)cc1 (configuration not stated)	1.2	-8	-0.8	1	-30	-0.4	0.6	-2	-0.1	-1.3	-0.4
22	C[C@H](CO)N1C[C@H](C)[C@@H](CN(C)S(=O)(=O)c2cccs2)Oc2ccc(NC(=O)c3ccncc3)cc2C1=O	1.8	-3	-1.6	-4	-3	-0.6	0.5	1	-2.0	0.1	-1.1
23	Cc1cc[n+](-c2ccccc2)c2ccccc12	-1.4	-4	-1.4	3	3	-1.6	-0.7	-6	-2.5	-1.4	1.0
24	CC1CCN(C(=O)Cn2ncc3c4ccccc4n(C)c3c2=O)CC1	-0.3	-8	-0.3	-5	0	0.1	0.7	1	2.4	2.0	-1.3
25	COC(=O)C1CCN(C(=O)c2ccc(OC)c(S(=O)(=O)N3CCCc4ccccc43)c2)CC1	-0.4	-2	-1.0	3	-4	-0.4	2.2	2	2.4	1.3	-1.7
26	O=C(CC[C@H]1O[C@@H](n2cnc3c(NC(=O)c4ccccc4)ncnc32)[C@H](O)[C@@H]1O)NCCc1cc2ccccc2[nH]1	x	1	-0.6	2	-4	1.2	1.6	-1	0.0	x	-0.5
27	CCCN=C(C)C1=C(O)c2ccccc2C1=O	5.3*	-10	-1.7	-11	7	1.4	9.6	5	0.5	4.8	0.4
28	COc1cccc(NS(=O)(=O)c2nc3nc(C)cc(C)n3n2)c1	1.7	2	-1.2	-1	1	-0.3	1.5	-1	0.2	-1.1	-1.7
29	Cc1cc(C(=O)COC(=O)Cc2n[nH]c(=O)c3ccccc23)c(C)n1-c1ccc2c(c1)OCO2	-1.6	1	-1.7	-2	-2	-0.8	-1.5	-3	-1.1	0.7	-0.8
30	CC1CC(NC(=S)N(C)C)CC(C)(C)C1 (configuration not stated)	1.5	4	-1.0	1	11	0.1	-0.1	0	0.1	0.4	-2.1
31	O=C(C1=C[C@H](C2CC2)C[C@H](OCCCCO)O1)N1CCOCC1	0.0	-2	-1.2	6	2	0.5	0.4	0	1.1	1.4	-0.5
32	Cc1ccsc1C(=O)OCC(=O)N1CC(C)CC(C)C1 (configuration not stated)	0.5	3	-1.2	-6	-4	0.6	-1.1	1	0.2	-0.2	0.1
33	Cc1ccccc1OCCN1CCC(Cc2ccccc2)CC1	3.1	-28	-1.7	4	-6	-0.8	-1.2	0	0.0	0.9	0.1
34	Cc1cc(C(=O)CC#N)c(C)n1-c1ccc(OC(F)F)cc1	-1.0	-9	-1.7	-4	-15	-0.6	-0.6	-1	-1.6	-2.6	-0.5
35	Cc1c(N=Cc2ccco2)c(=O)n(-c2ccccc2)n1C	0.2	-4	-1.2	-8	2	-0.5	1.5	0	0.0	-0.2	-2.1
36	COc1cccc(CNC(=O)c2ccc(C3SCCS3)cc2)c1	0.9	-13	-0.8	-6	-4	0.6	0.4	-1	-1.2	0.9	-1.6
37	Cn1ccc2c(-c3ccc(C(N)=O)cc3)cc3c(c21)C1CCC3C1 (configuration not stated)	x	i	-1.1	6	-25	-0.5	-1.0	0	-2.1	x	1.6
38	C=CCC[C@@H](Cc1ccc(F)cc1)C(=O)OCCNC(=O)[C@H](CC=C)CC(=O)NCCO	-0.1	3	-1.2	-3	-6	-0.5	1.0	0	0.6	0.2	0.1
39	O=S1(=O)CCN(Cc2cccc(C(F)(F)F)c2)CC1	2.4	1	-1.5	-7	-4	-0.5	0.8	-1	-1.5	-2.9	-1.9
40	CCCCCCSc1ccc([C@@H]2[C@H]3C(=O)N(C)C(=O)[C@H]3[C@]3(C(=O)OC)CCCCN23)cc1	0.6	4	-1.6	-5	8	0.4	2.4	-1	-0.8	-0.4	0.9
41	O=C(Nc1ccc(Nc2ccccc2)cc1)c1ccccc1F	3.0	-12	-0.7	7	1	0.4	5.5	5	-0.3	2.1	-3.0
42	O=C(NCCc1ccc(F)cc1)c1ccc(Cl)c(S(=O)(=O)N2CCOCC2)c1	-1.9	-1	-1.4	-2	10	-1.6	-5.8	-4	-2.8	-0.5	1.7
43	COc1cc(CC(=O)OCC(=O)Nc2ccccc2C#N)cc(OC)c1OC	0.7	-7	-1.6	10	2	0.4	1.4	-1	-0.5	0.7	-1.2
44	CC1(c2nnc(Cc3ccccc3)o2)CC(c2cccc(Cl)c2)=NO1 (configuration not stated)	-0.9	2	-1.1	0	-7	-0.4	-0.9	2	-1.5	-1.2	-1.6
45	O=C(NC(=S)N1CCN(c2ccccc2)CC1)c1ccco1	0.8	-6	-0.7	-1	19	0.8	-3.2	-3	-0.2	0.9	1.2
46	COC(=O)COc1c(/C=C\c2nc(O)c([N+](=O)[O-])c(=O)[nH]2)cccc1OC	1.5	1	-0.3	1	0	0.1	-0.2	-2	0.7	0.2	-1.3
47	O=C(NCc1ccco1)c1cc(-c2ccccc2)c(N2CCOCC2)s1	0.5	-11	-1.4	7	-5	-1.1	-2.6	-2	-2.9	-0.8	-0.5
48	COC(=O)c1onc(-c2c(Cl)cccc2Cl)c1C(=O)OC	1.8	1	-2.1	-1	0	0.8	-0.7	-7	0.1	1.1	-0.1
49	C[C@@H]1CN([C@H](C)CO)C(=O)CCCn2nncc2CO[C@H]1CN(C)Cc1ccc2cccnc2c1	1.4	2	-0.7	0	-4	0.5	1.0	5	-0.5	-0.7	-0.4
50	Fc1ccc(N2CCN(C3=Nc4ccccc4Sc4ccccc43)CC2)cc1	x	4	1.3*	1	12	-1.5	-6.7	-7	-2.0	x	x
51	CCN(CC)CCNC(=O)c1ccc(-n2c(C)cc3c2CCCC3=O)cc1	-0.4	-13	-0.9	4	-2	-0.1	2.6	-5	-0.3	2.2	-0.8
52	COC(=O)c1ccc(CSc2ncnc3c2oc2ccccc23)o1	0.1	1	-0.6	147*	-4	0.2	1.5	4	-0.4	2.2	15*
53	COc1ccc(-c2nc(C3CCCCC3)c3cc(OC)ccc3n2)cc1	0.8	2	-1.3	4	5	0.1	0.8	1	-1.7	-0.5	-2.3
54	C[C@H]1CN([C@@H](C)CO)C(=O)c2cc(C#CC3CCCC3)cnc2O[C@H]1CN(C)C(=O)Cc1ccccn1	0.8	4	-1.5	5	3	1.9	1.9	4	-0.6	0.2	-1.2
